From PubChem
VEEV TC-83 Vero – inhibitors of VEEV TC-83 cytopathic effect, confirmation, Vero cells (AID 588727). 350,000 compounds, 0.13% hits. Vero cells, VEEV TC-83 cytopathic effect inhibition; higher % means a stronger effect. inhibition, % at 20 µM, or IC50 in µM where a hit was titrated; in the data active means a potency from the dose series; inconclusive means inhibition mostly from about 14% at the one dose, without a potency; inactive means the rest, 99 in 100 with inhibition below about 12%; further: strong numbers were not always called active
H1N1 NS1A inhibition – H1N1 influenza NS1A inhibitors, functional cell based assay (AID 504329); 340,000 compounds, 0.3% hits; NS1A functional cell-based assay, percent inhibition; higher % means a stronger effect; one-dose inhibition, % at 12.5 µM; IC50 in µM for titrated hits; in the data active means a potency from the dose series; inconclusive means inhibition above about 27% without an active follow-up result; further: strong numbers were not always called active
PhoP GFP inhibition – PhoP regulon inhibitors, Salmonella typhi PhoP promoter GFP reporter, confirmatory (AID 1850); inhibition, % at 50 µM; hits with a dose series show IC50 in µM; Salmonella Typhi PhoP-promoter GFP reporter, fluorescence, 4 h; higher % means a stronger effect; 310,000 compounds, 0.33% hits; in the data active means a potency from the dose series; inconclusive means inhibition mostly from about 25% at the one dose, without a potency; inactive means the rest, 99 in 100 with inhibition below about 19%;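 further: 0% = induced wells with vehicle and 100% = uninduced wells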
M. tuberculosis – growth inhibition of non-replicating M. tuberculosis (AID 488890); Mycobacterium tuberculosis non-replicating, growth inhibition; higher % means a stronger effect; inhibition, % at 25 µM; hits with a dose series show IC50 in µM; 320,000 compounds, 0.39% hits; in the data active means a potency from the dose series; inconclusive means inhibition mostly from about 82% at the one dose, without a potency; inactive means the rest, 99 in 100 with inhibition below about 76%;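 further: plate controls were DMSO cells for no effect and high antibiotic wells for full effect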
M. tuberculosis HTS – M. tuberculosis growth inhibition, HTS (AID 449762). M. tuberculosis H37Rv growth inhibition, 7H9 media; higher % means a stronger effect. inhibition, % at 25 µM, or IC50 in µM where a hit was titrated. 330,000 compounds, 0.59% hits; in the data active means a potency from the dose series; inconclusive means inhibition above about 70% without an active follow-up result;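 further: bacterial growth assessed after seven days of incubation; strong numbers were not always called active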
VEEV TC-83 Vero 10K pilot screen – also measured in VEEV TC-83 Vero; calls as there; inhibition, %; measured here: 10K pilot screen inhibition
* = called active by the depositor; i = inactive; ? = inconclusive; · = no result given. Compounds were not picked by outcome; overall some 1.6% were active at least once.

SMILES	VEEV TC-83 Vero	H1N1 NS1A inhibition	PhoP GFP inhibition	M. tuberculosis	M. tuberculosis HTS	others
CCOC(=O)/C(C#N)=C/c1cn(CCC(=O)O)nc1-c1ccc(OC)cc1	2.0%	-11.2%	5.0%	-0.9%	6.4%
CCCN(CC1CC1)C(=S)NC(=O)C1CC1	i	-1.5%	-0.2%	49.5%	3.9%
Cc1cc(NO)c(C(C)C)cc1N=O	9.1%	5.9%	-4.0%	12.7%	-8.5%
COc1ccc(CN2[C@@H](CC(=O)O)c3cc(C(F)(F)F)ccc3S2(=O)=O)cc1	0.1%	-10.8%	-3.6%	-6.7%	-1.1%
CCCNC(=S)N1CCC(n2cnc3ccccc32)CC1	2.0%	-18.3%	2.1%	8.9%	3.3%
Fc1cc(F)c2nc(N3CCCC3)sc2c1	0.8%	-4.1%	3.0%	?	13.6%
COc1ccc(CCNC(=O)c2cc3c(=O)n4ccccc4nc3n(CC3CCCO3)c2=N)cc1 (stereo unspecified)	10.3%	0.5%	·	·	·
C=CCN1C(=O)c2ccc(C(=O)OCC(=O)Nc3ccc(S(N)(=O)=O)cc3)cc2C1=O	2.7%	-2.7%	-10.1%	-10.2%	3.9%
COc1ccc(CN2CCN(C(=O)c3cc(-c4cccnc4)nc4ccc(Cl)cc34)CC2)c(OC)c1OC	6.8%	5.5%	7.5%	14.8%	-0.3%
N#C/C(=C\Nc1ccccc1O)c1nc2ccccc2o1	5.2%	28.9%	12.4%	73.3%	6.0%
CC(=O)c1cccc(NC(=O)C(=O)Nc2cccc3ccccc23)c1	0.6%	1.2%	-4.8%	-22.2%	-2.7%
CCOC(=O)C(CC(C)C)CP(=O)(O)CNC(=O)OCc1ccccc1 (stereo unspecified)	0.1%	-0.1%	7.6%	-7.1%	-0.9%
c1ccc(SCc2cc(-c3ccccc3)no2)cc1	0.5%	-12.2%	5.0%	72.8%	3.0%
CC(C)CN(C(=O)CN1C(=O)NC2(CCc3ccccc32)C1=O)C1CCS(=O)(=O)C1 (stereo unspecified)	i	-1.7%	·	-2.3%	-8.0%
CC[C@]1(C(=O)OC)[C@H]2C(=O)N(Cc3ccccc3)C(=O)[C@H]2[C@H]2CN(C)C(=NC)N21	i	-8.2%	·	·	·
O=C1N(c2ccccc2C(F)(F)F)O[C@]1(c1ccccc1)C1CCCC1	?	0.7%	·	3.7%	0.8%
CCOC(=O)C1=C(C)NC(=S)NC1c1cc(C)sc1C (stereo unspecified)	5.7%	-22.4%	-1.1%	51.3%	5.6%
COc1ccc(N(CC(=O)NCc2ccccn2)S(=O)(=O)c2ccccc2[N+](=O)[O-])c(OC)c1	0.6%	-3.5%	-3.2%	-3.0%	-9.0%
CCOC(=O)c1ccc(NC(=O)COc2ccc(-n3cnnn3)cc2)cc1	i	-16.2%	6.0%	10.7%	?
CCN(C(=O)C1CCN(c2nc(-c3ccc(OC)cc3)no2)CC1)c1ccc(OC)cc1	i	-2.9%	-3.4%	27.0%	1.1%	VEEV TC-83 Vero 10K pilot screen=0.2

Five consecutive compounds from above, for reference:
SMILES	VEEV TC-83 Vero	H1N1 NS1A inhibition	PhoP GFP inhibition	M. tuberculosis	M. tuberculosis HTS	others
CC(C)CN(C(=O)CN1C(=O)NC2(CCc3ccccc32)C1=O)C1CCS(=O)(=O)C1 (stereo unspecified)	i	-1.7%	·	-2.3%	-8.0%
CC[C@]1(C(=O)OC)[C@H]2C(=O)N(Cc3ccccc3)C(=O)[C@H]2[C@H]2CN(C)C(=NC)N21	i	-8.2%	·	·	·
O=C1N(c2ccccc2C(F)(F)F)O[C@]1(c1ccccc1)C1CCCC1	?	0.7%	·	3.7%	0.8%
CCOC(=O)C1=C(C)NC(=S)NC1c1cc(C)sc1C (stereo unspecified)	5.7%	-22.4%	-1.1%	51.3%	5.6%
COc1ccc(N(CC(=O)NCc2ccccn2)S(=O)(=O)c2ccccc2[N+](=O)[O-])c(OC)c1	0.6%	-3.5%	-3.2%	-3.0%	-9.0%

New compounds follow
SMILES	VEEV TC-83 Vero	H1N1 NS1A inhibition	PhoP GFP inhibition	M. tuberculosis	M. tuberculosis HTS	others
O=C(CCCN1C(=O)c2ccccc2C1=O)Nc1ccc(Br)cn1	0.4%	0.6%	5.8%	-6.5%	3.1%
CN(C(=O)CSc1nc(-c2cccs2)nc2ccccc12)C1CCS(=O)(=O)C1 (stereo unspecified)	2.9%	-18.0%	·	-12.3%	9.6%
COc1ccc(Cn2nnnc2C(CC(C)C)N2CCN(c3ccccc3)CC2)cc1 (stereo unspecified)	i	5.5%	14.5%	5.7%	4.8%
O=C(NC1CCC(O)CC1)c1ccc(NS(=O)(=O)c2cccc([N+](=O)[O-])c2)cc1 (stereo unspecified)	2.1%	-4.1%	·	15.9%	6.2%
COC1C(O)C(C)OC(OC2CCC3(C=O)C(CCC4C3CCC3(C)C(C5=CC(=O)OC5)CCC43O)C2)C1O (stereo unspecified)	<0.05µM*	5.2%	·	·	·
O=C(NCc1ccccc1)C1CCCN1C(=O)Nc1ccccc1[N+](=O)[O-] (stereo unspecified)	1.7%	3.5%	1.7%	2.5%	10.9%
Clc1ccc(Cn2ccc(-c3ccc4c(c3)OCO4)n2)cc1Cl	i	-11.2%	-7.7%	24.9%	-4.9%
COc1cc(/C=C2/SC(=S)N(CC(=O)NC(C)(C)C)C2=O)cc(OC)c1OC	0.0%	7.1%	-7.3%	-9.1%	-5.8%
COC(=O)CNc1n[nH]c(=S)[nH]c1=O	0.9%	-3.0%	23.9%	0.8%	-0.6%
CC[C@@H](C)C(C(=O)N1CCN(C(=O)OC(C)(C)C)CC1)n1cc(-c2cn([C@@H](C)C(=O)N3CCN(C(=O)OC(C)(C)C)CC3)nn2)nn1 (stereo partly specified)	0.9%	1.3%	3.0%	2.6%	-2.5%
O=C(CN1CCN(CC(=O)Nc2ccccc2Cl)CC1)NCC1(N2CCOCC2)CCCCC1	5.3%	-3.6%	·	·	·
O=C(NNC(=O)c1ccccn1)c1ccc(OC(F)F)cc1	8.3%	-9.0%	·	?	?
Cc1ccc(NC(=O)CSC2=C(C#N)C(c3ccco3)C3=C(CC(C)(C)CC3=O)N2)cc1 (stereo unspecified)	2.2%	5.8%	6.4%	39.5%	25.4%	VEEV TC-83 Vero 10K pilot screen=7.1
COc1ccc(S(=O)(=O)N2CCCC2)cc1Br	0.5%	-3.8%	1.2%	-3.9%	4.2%
CC(C)(C)c1ccc(C(=O)NCC(=O)N2CCC3(CC2)NCCc2[nH]cnc23)cc1	0.7%	6.1%	5.8%	-4.0%	0.0%
CCCCCCCC(=O)NNC(=O)c1ccc([N+](=O)[O-])cc1	2.4%	6.6%	-0.1%	11.9%	3.1%
CC(C)C[C@H](NC(=O)c1nc[nH]c1C(=O)NCCCCCNC(=O)OC(C)(C)C)C(=O)OCc1ccccc1	0.6%	-7.8%	10.3%	55.8%	1.7%	VEEV TC-83 Vero 10K pilot screen=7.3
Cc1ccsc1C(=O)OCC(=O)Nc1c(Cl)cccc1C(F)(F)F	i	5.2%	-10.6%	2.9%	-2.8%
O=C(Nc1cccc(-c2cccc(Cl)c2)c1)C1CCN(Cc2ccon2)CC1	2.3%	7.6%	-5.5%	11.8%	42.8%
CCCCn1c(=O)c(C(=O)Nc2ccccc2)c(O)c2ccccc21	0.8%	-4.6%	9.8%	·	4.9%
CCn1ncc(/C=N\NC(=O)c2cc(-c3ccc(C)cc3C)nc3ccccc23)c1C	2.6%	6.1%	0.1%	-7.3%	1.7%
COc1ccc(F)c(CN(C)CC2CCCN(CCc3ccc(F)cc3)C2)c1 (stereo unspecified)	5.5%	-6.7%	-5.2%	54.2%	-1.0%
NC(=O)COC(=O)c1cccnc1Nc1ccccc1F	1.5%	1.4%	-24.0%	17.9%	-0.8%
CN(C)S(=O)(=O)c1ccc(C(=O)NNc2nc(-c3ccccc3)c3cc(Br)ccc3n2)cc1	6.5%	-0.2%	9.5%	-3.5%	-7.5%
Cc1cc(NC(=O)CSc2ncc(C(=O)O)n2-c2ccc(F)cc2)no1	2.3%	-4.1%	·	5.4%	-3.1%
COc1ccc(CC(NC(C)=O)C(=O)NC2CCN(c3nnnn3-c3ccccc3)CC2)cc1OC (stereo unspecified)	·	·	-8.3%	-7.5%	-4.9%
COc1cccc(CNC(=O)C2CCN(S(=O)(=O)N3CCCC3)CC2)c1	1.2%	-1.0%	2.9%	4.8%	7.7%
COc1ccc(-c2c(-c3ccc(OCC(=O)NN)cc3O)n[nH]c2C)cc1OC	0.1%	-5.0%	4.9%	2.5%	9.8%
O=S(=O)(Nc1nccs1)c1ccc(Nc2nnc(-c3ccccc3)c3ccccc23)cc1	0.7%	-3.1%	-6.8%	-11.2%	-3.0%
CCN1C[C@@H]2[C@@H]3C(=O)N(Cc4ccccc4)C(=O)[C@@H]3[C@](C)(C1=O)N2C(=O)c1ccc(C(C)(C)C)cc1	i	-3.0%	·	·	·
Nn1c(Cc2cccc3ccccc23)n[nH]c1=S	1.0%	1.3%	-5.4%	-5.8%	-7.2%
S=C(Nc1ccc(Cl)cc1Cl)NC1CCN(Cc2ccccc2)CC1	i	3.2%	6.8%	72.1%	-1.5%
C/C(=N\OC(=O)c1ccccc1)c1cc(-c2ccc(Cl)cc2)no1	1.7%	-7.3%	5.4%	68.3%	15.1%
CCCN(C(=O)CCCSc1nc2ccccc2[nH]1)c1c(N)n(Cc2ccccc2)c(=O)[nH]c1=O	i	3.8%	1.1%	14.5%	3.5%
Cc1ccc(S(=O)(=O)NCCC(=O)OC(C)C(=O)NC2CC2)cc1 (stereo unspecified)	0.4%	2.2%	·	·	·
O=C(NCc1ccccn1)c1ccc(CS(=O)(=O)Cc2ccc(Cl)cc2)o1	0.6%	-18.4%	2.7%	4.5%	-3.6%
N/C(=N\OC(=O)Cc1ccc(Cl)cc1)c1ccccn1	1.1%	12.0%	4.4%	15.8%	1.2%
O=C(Nc1ccccc1F)c1cc(-c2ccco2)nc2ccccc12	2.3%	-0.1%	-1.3%	13.8%	15.3%
COc1ccc(N2CC(O)=C(c3nc(-c4ccc(F)cc4)cs3)C2=N)cc1OC	0.7%	-20.8%	0.0%	0.5%	-2.7%
O=C(Nc1ccc2c(c1)OCCO2)c1ccc(Cl)c(S(=O)(=O)N2CCCCC2)c1	5.3%	12.6%	-6.1%	33.2%	11.4%

Random excerpt: two entries already listed.
SMILES	VEEV TC-83 Vero	H1N1 NS1A inhibition	PhoP GFP inhibition	M. tuberculosis	M. tuberculosis HTS	others
CCn1ncc(/C=N\NC(=O)c2cc(-c3ccc(C)cc3C)nc3ccccc23)c1C	2.6%	6.1%	0.1%	-7.3%	1.7%
c1ccc(SCc2cc(-c3ccccc3)no2)cc1	0.5%	-12.2%	5.0%	72.8%	3.0%

Carrying on.
SMILES	VEEV TC-83 Vero	H1N1 NS1A inhibition	PhoP GFP inhibition	M. tuberculosis	M. tuberculosis HTS	others
COc1ccc(-n2ncc3c(Nc4cccc(C)c4)ncnc32)cc1	0.2%	-12.0%	-8.2%	4.1%	-2.2%
COc1ccc(S(=O)(=O)Nc2ccc3c(c2)OCO3)cc1C(=O)O	1.5%	5.3%	-5.2%	4.8%	-2.8%
COc1cc(OC)cc(N2C(=O)CSCC2=O)c1	0.8%	-0.8%	-1.4%	10.3%	-2.2%
Cc1ccc2sc3ccc(NC(=O)c4ccccc4Cl)cc3c(=O)c2c1	0.1%	-0.7%	6.7%	·	-16.8%
COc1ccccc1C1/C(=C(/O)c2ccccc2)C(=O)C(=O)N1CC(C)O (stereo unspecified)	2.6%	-4.5%	0.4%	21.4%	7.4%
COc1cc(CN2CCN(C(=O)c3cccc4ccccc34)CC2)cc(OC)c1O	i	2.4%	-0.1%	12.6%	-1.4%
CSc1ccc(NS(=O)(=O)c2ccc(-n3cnnn3)cc2)cc1	1.4%	4.7%	-7.9%	14.6%	4.0%
O=C1NC(=O)C(CCc2ccncc2)(CCc2ccncc2)C(=O)N1Cc1ccc(F)cc1	0.7%	-4.7%	1.5%	1.3%	8.1%
C=CCN(CC=C)C(=O)C(=O)c1ccn(-c2c(C)csc2C(=O)OC)c1	i	-12.8%	-7.2%	-5.4%	7.8%
N#CCc1nc(C(c2ccccc2)c2ccccc2)no1	0.4%	8.1%	8.1%	-5.9%	-0.1%
OCC[C@H]1C[C@@H](O)[C@H](O)[C@]2(Cc3ccccc3O2)O1	3.0%	-0.1%	6.6%	-15.9%	1.6%
O=S(=O)(c1cnccc1N1CCN(/N=C/c2ccc(Br)cc2)CC1)N1CCCCC1	2.2%	8.3%	-9.4%	-5.3%	-7.0%
Cc1cccc(C(=O)NNS(=O)(=O)c2ccc(F)cc2)c1	0.8%	-6.6%	-0.7%	-10.3%	-2.6%
O=C(NCc1ccccc1)c1csc(-c2cccnc2)n1	2.4%	-0.4%	0.0%	12.4%	1.2%
